TR SRC2 fluor cs – counter-screen for TRb-SRC2 inhibitors: fluorescence interference. TRb/SRC2 Texas Red total fluorescence interference. Potency, µM (highest dose often 106 µM), for inactives: top-dose fluorescence change, negative = quenching. 0.29% of 280,000 active. AID 1479; active = well fitted curve in either direction with a large enough effect; inconclusive = small, poorly fitted or top-dose-only effect; also: % is scaled to controls: 0 for no effect and ±100 for the full control effect
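Human TRb ligand-binding domain at 0.6 uM with 20 nM Texas Red SRC2 peptide in Tris buffer containing 1 uM T3 and 5% DMSO, incubated with compound 5 h at ambient temperature. Total fluorescence (555/632 nm) calculated as parallel + 2 × perpendicular.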
Tau fibril FP – tau fibrillization inhibition (FP) | Potency, µM (doses to about 57.7 µM), inactives show at the highest dose activity, negative = inhibition, hits mostly inhibitors | K18 P301L tau heparin fibrillization, Alexa594 FP, 6 h | P10636 | 0.39% of 280,000 active; also: % is scaled to controls: 0 for no effect and ±100 for the full control effect; nearly all actives have a fitted effect of over 55% in size
Target sequence (P10636 561-689 P618L limits assumed): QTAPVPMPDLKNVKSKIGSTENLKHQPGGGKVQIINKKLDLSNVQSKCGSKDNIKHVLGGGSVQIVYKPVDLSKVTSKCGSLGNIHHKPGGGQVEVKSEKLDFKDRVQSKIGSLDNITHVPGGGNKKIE
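Human tau K18 […] P301L fragment, 15 uM unlabeled plus 0.24 uM Alexa 594-labeled tau (final), with compound and 20 uM heparin in 100 mM sodium acetate pH 7; 6 hr at 37 C, then Alexa 594 FP read.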
RECQ1 helicase – inhibitors of human RECQ1 DNA helicase; P46063; RECQ1 DNA unwinding, red fluorescence kinetic read; Potency, µM (doses to about 57.3 µM), without a hit: at the top dose activity, negative = inhibition, hits mostly inhibitors; 0.54% of 240,000 active; AID 2549;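 also: plate controls were vehicle for no effect and no enzyme for full effect; nearly all actives have a fitted effect of over 30% in size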
Target sequence (P46063 whole entry, looked up): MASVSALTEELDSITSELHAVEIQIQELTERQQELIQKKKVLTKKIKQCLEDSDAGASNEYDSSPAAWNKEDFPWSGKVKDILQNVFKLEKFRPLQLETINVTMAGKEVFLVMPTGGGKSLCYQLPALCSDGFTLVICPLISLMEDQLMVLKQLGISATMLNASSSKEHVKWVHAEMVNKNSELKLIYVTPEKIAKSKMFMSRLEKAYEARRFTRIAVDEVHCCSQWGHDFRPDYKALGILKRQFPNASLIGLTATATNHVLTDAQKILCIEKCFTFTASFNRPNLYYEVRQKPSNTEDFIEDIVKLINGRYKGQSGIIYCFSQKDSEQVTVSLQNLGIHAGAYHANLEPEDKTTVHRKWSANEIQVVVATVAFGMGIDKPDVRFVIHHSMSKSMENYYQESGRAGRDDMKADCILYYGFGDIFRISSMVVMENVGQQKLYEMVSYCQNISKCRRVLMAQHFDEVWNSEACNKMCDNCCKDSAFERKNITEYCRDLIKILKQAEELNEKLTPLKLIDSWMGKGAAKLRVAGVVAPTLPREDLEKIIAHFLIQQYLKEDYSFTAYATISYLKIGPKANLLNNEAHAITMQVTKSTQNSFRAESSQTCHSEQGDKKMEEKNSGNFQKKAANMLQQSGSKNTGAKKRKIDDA
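RECQ1T1 50 nM; forked duplex (20 bp + 30-nt ss tails) 200 nM, ATP 2 mM final; pH 8.0, 2 mM MgCl2, 2.5 ug/ml poly(dI-dC); 15 min compound preincubation; discontinuous kinetic read over 2 h at RT.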
L3MBTL1 block – blocks human L3MBTL1; AID 485360; 0.66% of 230,000 active; Potency, µM (doses to about 57.1 µM), for inactives: top-dose activity, negative = inhibition, actives largely listed as inhibitors; Q9Y468; AlphaScreen L3MBTL1–H3K9me1 peptide binding; also: % is scaled to controls: 0 for no effect and ±100 for the full control effect; nearly all actives have a fitted effect of over 60% in size
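Read-out is AlphaScreen signal from streptavidin donor and nickel chelate acceptor beads (10 ug/mL final each) bridging L3MBTL1 (50 nM) and biotinylated K9-monomethylated H3(1-15) peptide (75 nM), after 30 min compound exposure at room temperature.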
Tau fibril ThT – inhibitors of human tau fibril formation, thioflavin T binding; P10636; 2.1% of 270,000 active; Potency, µM (top dose mostly 57.4 µM), without a hit: at the top dose activity, negative = inhibition, actives largely listed as inhibitors; recombinant tau K18 P301L, heparin-induced fibrillization, ThT fluorescence; also: % is scaled to controls: 0 for no effect and ±100 for the full control effect; nearly all actives have a fitted effect of over 55% in size
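Heparin-induced fibrillization of the P301L-mutant K18 repeat-domain fragment of human tau was followed by ThT binding in quantitative high-throughput format.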
HTT ATP protect – cytoprotection in Huntington HTT-Q103 PC12 cell model | PC12 HTT-Q103 induced, cytoprotection, ATP luminescence, 40 h | Potency, µM (highest dose often 56.4 µM), for the others: cytoprotection (ATP increase), hits mostly activators | 0.14% of 230,000 active | AID 1471;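 also: % of control where 0% means no effect; nearly all actives have a fitted effect of over 45% in size; toxic huntingtin expression switched on by the ecdysone agonist tebufenozide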
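PC12 cells stably carrying ecdysone-inducible Htt exon 1 (Q103)–GFP were induced with 100 nM tebufenozide (final) alongside library compounds in a dose series. Cytoprotection was scored as retained ATP by ATPlite luminescence.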
TRb SRC2 PPI – disrupts binding of human TR beta to SRC2; TRbeta-SRC2 peptide binding, fluorescence polarization; receptor liganded with 1 µM T3; Potency, µM (series often up to 106 µM), for the others: at the highest dose activity change, negative = inhibition, usual class: inhibitors; 0.065% of 280,000 active; AID 1469;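 also: plate controls were bound peptide for no effect and peptide without receptor for full effect; nearly all actives have a fitted effect of over 50% in size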
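Decrease in fluorescence polarization of 20 nM Texas Red SRC2 coactivator peptide flagged inhibition of its binding to 0.6 uM TRb LBD; 1 uM T3 included, incubation 5 hr, ex 555/em 632 nm.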
Tau fluor cs – counter-screen for tau fibril formation inhibitors. tau K18 P301L Alexa594 fluorescence, heparin fibrillization. Potency, µM (series often up to 57.7 µM), without a hit: at the top dose activity change, negative = decrease. 0.93% of 280,000 active; also: % is scaled to controls: 0 for no effect and ±100 for the full control effect; nearly all actives have a fitted effect of over 55% in size
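Human tau K18 P301L (15 uM unlabeled, 0.24 uM Alexa 594-labeled) in 100 mM sodium acetate pH 7 with 20 uM heparin, 6 hr at 37 C. ThT 30 uM added, 1 hr ambient; Alexa 594 FP and total fluorescence read at 555/632 nm.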
Numbers without * were called inactive; [ ] = remark or other dose. Unless noted, calls follow the shape of the dose curve; as a rule, active = well fitted curve in the direction sought with a large enough effect; inconclusive = small, poorly fitted or top-dose-only effect, or another doubt; inactive = no such curve, though single readings can be large; an effect the other way counts as inactive or inconclusive. Potency is read from the fitted curve at half-maximal effect.

`COc1cccc(C(=O)n2c(SC)nc3cc4c(cc32)OCCO4)c1` gave TR SRC2 fluor cs 3%, Tau fibril FP -4%, RECQ1 helicase -9%, L3MBTL1 block 5%, Tau fibril ThT inconclusive, HTT ATP protect -38%[inhibitor], TRb SRC2 PPI 4% and Tau fluor cs -19%.
`O=C(C1c2ccccc2C(=O)N2CCc3ccccc3C12)N1CCN(Cc2ccccc2)CC1` (centres undefined) gave TR SRC2 fluor cs -5%, Tau fibril FP -5%, RECQ1 helicase 0%, L3MBTL1 block -1%, Tau fibril ThT inconclusive, HTT ATP protect -44%[inhibitor], TRb SRC2 PPI -6% and Tau fluor cs -15%.
For C=CCN1CN(Cc2ccco2)CNC1=S the results were TR SRC2 fluor cs 5%, Tau fibril FP 6%, RECQ1 helicase -5%, L3MBTL1 block 10%, Tau fibril ThT 1%, HTT ATP protect 16%[10 µM], TRb SRC2 PPI -2% and Tau fluor cs 1%.
Screening COc1ccccc1-c1nc(SCC(=O)NCc2ccc(C)cc2)c2c(=O)n(C)c(=O)n(C)c2n1 returned TR SRC2 fluor cs 0%, Tau fibril FP 2%, Tau fibril ThT 4%, TRb SRC2 PPI -9% and Tau fluor cs 4%.
Screening CCCCNC(=O)OC(C)CNC(=O)OC (centres undefined) returned TR SRC2 fluor cs 0%, Tau fibril FP 5%, RECQ1 helicase -10%, Tau fibril ThT -3%, HTT ATP protect -4%, TRb SRC2 PPI 3% and Tau fluor cs -3%.
Cc1cccc(C)c1NC1=NC(C)(C)N=C(N)N1 was read as TR SRC2 fluor cs -3%, Tau fibril FP 3%, RECQ1 helicase -7%, L3MBTL1 block 7%, Tau fibril ThT 7%, HTT ATP protect 11%, TRb SRC2 PPI -1% and Tau fluor cs 10%.
Screening CCOC(=O)CSc1cc(CS(=O)c2ccc(Cl)cc2)nc(-c2ccccc2)n1 (centres undefined) returned TR SRC2 fluor cs -1%, Tau fibril FP 6%, RECQ1 helicase -16%, L3MBTL1 block 5%, Tau fibril ThT -13%, HTT ATP protect -9%, TRb SRC2 PPI 3% and Tau fluor cs -19%.
c1csc(-c2nnc(N3CCCCCC3)c3ccccc23)c1 was read as TR SRC2 fluor cs 1%, Tau fibril FP -7%, RECQ1 helicase -8%, L3MBTL1 block -2%, Tau fibril ThT -12%, HTT ATP protect -8%[10 µM], TRb SRC2 PPI -4% and Tau fluor cs -10%.
C=CCNc1nc(NC(C)(C)CO)nc(OC)n1 was read as TR SRC2 fluor cs 2%, Tau fibril FP -6%, RECQ1 helicase -4%, L3MBTL1 block 3%, Tau fibril ThT -5%, HTT ATP protect 14%[10 µM], TRb SRC2 PPI 3% and Tau fluor cs -3%.
`O=C(NCc1ccc(Cl)cc1)C(=O)NCC(c1ccco1)S(=O)(=O)c1cccs1` (centres undefined) gave TR SRC2 fluor cs 1%, Tau fibril FP -9%, Tau fibril ThT -4%, TRb SRC2 PPI 3% and Tau fluor cs -24%.
Screening O=C(CNC(=S)N(CCCN1CCOCC1)Cc1cccs1)N1CCOCC1 returned TR SRC2 fluor cs 1%, Tau fibril FP 2%, RECQ1 helicase -7%, L3MBTL1 block 10%, Tau fibril ThT -2%, HTT ATP protect -6%[10 µM], TRb SRC2 PPI 11% and Tau fluor cs -5%.
Screening CC(C)Oc1ccc(C(=O)NC2CCS(=O)(=O)C2)cc1 (centres undefined) returned TR SRC2 fluor cs 0%, Tau fibril FP 2%, RECQ1 helicase -11%, L3MBTL1 block 6%, Tau fibril ThT -2%, HTT ATP protect 0%[10 µM], TRb SRC2 PPI 13% and Tau fluor cs 7%.
Screening C=CCn1c(CC(=O)OC)csc1=Nc1ccc(C(C)=O)cc1 returned TR SRC2 fluor cs -2%, Tau fibril FP 3%, RECQ1 helicase 14%, L3MBTL1 block -5%, Tau fibril ThT inconclusive, HTT ATP protect -1%, TRb SRC2 PPI -4% and Tau fluor cs -8%.
O=C(Nc1ccc(-c2nc3cccnc3s2)cc1)c1ccc(Br)o1 was read as TR SRC2 fluor cs -2%, Tau fibril FP 9%, RECQ1 helicase 3%, L3MBTL1 block -3%, Tau fibril ThT -11%, HTT ATP protect -8%[10 µM], TRb SRC2 PPI 7% and Tau fluor cs -7%.
`C=CCN=C(CC)C1=C(O)CCCC1=O` gave TR SRC2 fluor cs -2%, Tau fibril FP 3%, RECQ1 helicase -4%, L3MBTL1 block -26%, Tau fibril ThT 11%, HTT ATP protect -10%[0.074 µM], TRb SRC2 PPI 4% and Tau fluor cs 3%.
`COc1ccccc1N1CCN(C(=O)CN(Cc2ccccc2)S(C)(=O)=O)CC1` gave TR SRC2 fluor cs 1%, Tau fibril FP 1%, RECQ1 helicase inactive, Tau fibril ThT 3%, HTT ATP protect 2%[0.074 µM], TRb SRC2 PPI 1% and Tau fluor cs -1%.
Screening COc1cccc(OC)c1C(=O)NC(=S)Nc1ccc2c(c1)OCCO2 returned TR SRC2 fluor cs -1%, Tau fibril FP 0%, RECQ1 helicase 14%, L3MBTL1 block -4%, Tau fibril ThT -10%, HTT ATP protect -55%[inhibitor], TRb SRC2 PPI -1% and Tau fluor cs -19%.
O=C(NCc1ccc(F)cc1)c1ccc(CSc2nc3ccncc3n2Cc2ccc(F)cc2)cc1 was read as TR SRC2 fluor cs 5%, Tau fibril FP -4%, Tau fibril ThT 11%, TRb SRC2 PPI 9% and Tau fluor cs inconclusive.
N#CCCCSc1nnc(-c2ccc(Cl)cc2)n1-c1ccccc1 was read as TR SRC2 fluor cs 0%, Tau fibril FP -4%, RECQ1 helicase -13%, L3MBTL1 block -8%, Tau fibril ThT -7%, HTT ATP protect -20%, TRb SRC2 PPI 11% and Tau fluor cs -2%.
O=C(NC(=S)NCc1nc2ccccc2[nH]1)c1ccccc1F was read as TR SRC2 fluor cs 0%, Tau fibril FP -1%, RECQ1 helicase -3%, Tau fibril ThT -4%, HTT ATP protect -20%, TRb SRC2 PPI 5% and Tau fluor cs -9%.

Random excerpt: 4 compounds from above, in no set order.
`COc1ccccc1N1CCN(C(=O)CN(Cc2ccccc2)S(C)(=O)=O)CC1` gave TR SRC2 fluor cs 1%, Tau fibril FP 1%, RECQ1 helicase inactive, Tau fibril ThT 3%, HTT ATP protect 2%[0.074 µM], TRb SRC2 PPI 1% and Tau fluor cs -1%.
Screening C=CCn1c(CC(=O)OC)csc1=Nc1ccc(C(C)=O)cc1 returned TR SRC2 fluor cs -2%, Tau fibril FP 3%, RECQ1 helicase 14%, L3MBTL1 block -5%, Tau fibril ThT inconclusive, HTT ATP protect -1%, TRb SRC2 PPI -4% and Tau fluor cs -8%.
O=C(Nc1ccc(-c2nc3cccnc3s2)cc1)c1ccc(Br)o1 was read as TR SRC2 fluor cs -2%, Tau fibril FP 9%, RECQ1 helicase 3%, L3MBTL1 block -3%, Tau fibril ThT -11%, HTT ATP protect -8%[10 µM], TRb SRC2 PPI 7% and Tau fluor cs -7%.
Screening COc1cccc(OC)c1C(=O)NC(=S)Nc1ccc2c(c1)OCCO2 returned TR SRC2 fluor cs -1%, Tau fibril FP 0%, RECQ1 helicase 14%, L3MBTL1 block -4%, Tau fibril ThT -10%, HTT ATP protect -55%[inhibitor], TRb SRC2 PPI -1% and Tau fluor cs -19%.

Following part
`O=C1[C@H]2[C@H]3[C@H](O)[C@H](O)C/C(=N/OCc4ccccc4)[C@@H]3CC[C@@H]2C(=O)N1Cc1ccc2c(c1)OCO2` gave TR SRC2 fluor cs -2%[11.2 µM], Tau fibril FP 4%[11.6 µM], RECQ1 helicase -5%[11.5 µM], Tau fibril ThT -10%[11.5 µM], HTT ATP protect 6%[10 µM], TRb SRC2 PPI -5%[11.2 µM] and Tau fluor cs -11%[11.6 µM].
`Cn1c(C2=C(O)CN(Cc3ccccc3)C2=N)[n+](C)c2ccccc21` gave TR SRC2 fluor cs -1%, Tau fibril FP 5%, RECQ1 helicase 0%, Tau fibril ThT -10%, HTT ATP protect -13%, TRb SRC2 PPI 3% and Tau fluor cs -11%.
`CCCCOc1ccc(/C(N)=N/O)cc1` gave TR SRC2 fluor cs 4%, Tau fibril FP -11%, RECQ1 helicase -7%, Tau fibril ThT 5%, HTT ATP protect -9%, TRb SRC2 PPI 1% and Tau fluor cs -1%.
CCOC(=O)c1cc(-c2ccc(F)cc2)n(CC(=O)NC2CCCCCC2)c1C was read as TR SRC2 fluor cs -4%, Tau fibril FP -2%, Tau fibril ThT -6%, TRb SRC2 PPI 7% and Tau fluor cs -9%.
`COc1ccc(NC(=O)Cc2c[nH]c3ccccc23)cc1S(=O)(=O)N1CCOCC1` gave TR SRC2 fluor cs 0%, Tau fibril FP 0%, RECQ1 helicase inactive, L3MBTL1 block 0%, Tau fibril ThT -2%, HTT ATP protect 0%, TRb SRC2 PPI -7% and Tau fluor cs -6%.
Cc1ccccc1-n1c(SCC(=O)N/N=C/c2c(C)nn(-c3ccccc3)c2C)nc2ccccc2c1=O was read as TR SRC2 fluor cs 1%, Tau fibril FP -8%, RECQ1 helicase inactive, L3MBTL1 block -8%, Tau fibril ThT -7%, HTT ATP protect 0%[10 µM], TRb SRC2 PPI 14% and Tau fluor cs -13%.
`CCN1C(=O)/C(=C\c2ccc3c(c2)OCO3)C(C(=O)OC)=C1C` gave TR SRC2 fluor cs -5%, Tau fibril FP -2%, RECQ1 helicase -4%, L3MBTL1 block -10%, Tau fibril ThT inconclusive, HTT ATP protect -18%, TRb SRC2 PPI -6% and Tau fluor cs -14%.
CC1(C)CC(=O)C(C=NCCN2CCN(C3CC(=O)N(c4ccc(Br)cc4)C3=O)CC2)=C(O)C1 (centres undefined) was read as TR SRC2 fluor cs -1%[53 µM], Tau fibril FP 1%, RECQ1 helicase 4%, L3MBTL1 block 0%, Tau fibril ThT -2%, HTT ATP protect 27%[10 µM], TRb SRC2 PPI -1%[53 µM] and Tau fluor cs -3%.

Source: PubChem (National Center for Advancing Translational Sciences (NCATS))

Only part of the results is shown. The share of hits here may be higher or lower than overall.
